Screening data (PubChem)
MC4R ag barr: MC4R agonists recruiting beta-arrestin, primary screen, cell-based, luminescence, agonist arm of biased-ligand search; Melanocortin receptor 4 (Homo sapiens), P32245; U2OS MC4R beta-arrestin complementation; percent of melanotan II response, DMSO zero; activation, % at 8.9 µM; 360,000 tested, 0.98% active; AID 540308, 2011;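 active = activation above a per-plate cutoff, the mean activation of sample wells on that plate plus 3 SD, cut at about 8% in these data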
Target sequence (P32245 whole entry, looked up): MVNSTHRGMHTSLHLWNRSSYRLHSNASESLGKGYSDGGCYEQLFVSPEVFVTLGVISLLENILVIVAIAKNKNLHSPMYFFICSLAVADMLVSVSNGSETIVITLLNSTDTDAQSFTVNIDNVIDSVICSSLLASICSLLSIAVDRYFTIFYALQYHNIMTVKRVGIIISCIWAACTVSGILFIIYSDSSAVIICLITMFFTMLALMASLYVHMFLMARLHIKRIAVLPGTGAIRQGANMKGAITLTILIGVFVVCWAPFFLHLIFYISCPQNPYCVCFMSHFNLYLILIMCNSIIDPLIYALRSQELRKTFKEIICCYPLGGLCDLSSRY
ABCB6 inh MLPCN: ABCB6 transporter inhibitors, primary screen, K562-ABCB6 cells, flow cytometry, MLPCN library | K562-ABCB6 porphyrin accumulation, 1 h; active compounds read low | AID 602162, 2011 | 360,000 tested, 0.19% active | ATP-binding cassette sub-family B member 6 (Homo sapiens), Q9NP58 | fluorescence ratio to DMSO, % at 10 µM;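 active = fluorescence ratio to DMSO below 75%, the collection mean minus 3 SD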;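 also: signal is porphyrin accumulated inside mitochondria; 100% equals median channel fluorescence of DMSO control wells; lower ratio means ABCB6 inhibition with less porphyrin fluorescence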
aDG glyco act: activators of alpha-DG glycosylation, primary screen, uHTS, Pro5-aDG cells, AlphaScreen | alpha-DG glycosylation AlphaScreen (IIH6); 0% Pro5, 100% B10-LARGE cell signal | activation, % at 10 µM | 360,000 tested, 0.22% active;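 active = activation of at least 8% versus controls, or a plate z-score of at least 8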;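 also: Pro5 are CHO cells carrying HIG-tagged alpha-DG that lacks glycosylation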
MC4R antagonist: MC4R antagonists of cAMP signaling, primary screen, cell-based, TR-FRET, antagonist arm of biased-ligand search; Melanocortin receptor 4 (Homo sapiens), P32245; MC4R-expressing cells, MTII-stimulated cAMP, LANCE TR-FRET; inhibition, % at 6.5 µM; 360,000 tested, 0.48% active; AID 540295, 2011;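 active = inhibition above its plate's cutoff, the mean of tested wells on that plate plus 3 SD, cut at about 29% in these data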;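 also: 0% = Melanotan II alone and 100% = Melanotan II plus saturating MCL0020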
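Material: U2OS-MC4R stable cell line | Reagent: Melanotan II challenge after compound preincubation | Doses: One concentration, 6.5 µM nominal | Incubation: 30-min compound preincubation, 1-h Melanotan II challenge, 1-h detection, room temperature | Signal: TR-FRET cAMP assay | Replicates: One well per compound, no replicates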
ABHD5 PLIN5 PPI: ABHD5-PLIN5 interaction inhibitors, primary screen, cell lysate, split luciferase complementation, luminescence; Perilipin-5 (Homo sapiens) + 1-acylglycerol-3-phosphate O-acyltransferase ABHD5 (Homo …; Split G. princeps luciferase complementation, 4 h; inhibition, % at 4 µM; 360,000 tested, 0.78% active;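 active = inhibition above the mean inhibition across every tested compound plus 3 SD, cut at about 22% in these data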;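 also: 0% = DMSO only wells and the 100% control is not disclosed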
N-glyco inh: increase of ERlucT glycosylation luciferase signal, primary screen, N-linked glycosylation inhibitor project, D54 ERlucT cells, luminescence, set 2 | reporter increase, % at 12.5 µM | 360,000 tested, 0.23% active | D54 ERlucT glycosylation luciferase reporter, 24 h; percent of 100 nM tunicamycin response | AID 588692, 2011;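 active = mean luciferase reporter signal, scaled so untreated is 0 and the glycosylation-blocking control 100, at or above a set limit in every replicate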;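 also: luciferase carries N-glycosylation sites so blocking glycosylation raises the light; 0% = median of neutral control wells and 100% = median of 100 nM tunicamycin wells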
hiPSC survival: enhancers of single-cell hiPSC survival, primary screen, ATPlite luminescence. survival enhancement, % at 20 µM. 360,000 tested, 0.044% active. AID 602274, 2012. 100% = ROCK inhibitor wells, 0% = DMSO; in the data active = survival enhancement above about 18%;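 also: cells exposed to compounds for 16 hours before the ATP read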
m5-HT2A agonist: mouse Htr2a agonists via beta-arrestin recruitment, primary screen, cell-based, luminescence; 360,000 tested, 0.66% active; activation, % at 7.6 µM; 5-hydroxytryptamine receptor 2A (Mus musculus), P35363; CHO-K1 mHTR2A beta-arrestin complementation; percent of 30 µM serotonin response;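 active = activation above a run cutoff, the mean activation of all tested compounds plus 3 SD, cut at about 14% in these data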;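 also: 0% = plate median of compound wells and 100% = 30 µM serotonin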
Target sequence (P35363 whole entry, looked up): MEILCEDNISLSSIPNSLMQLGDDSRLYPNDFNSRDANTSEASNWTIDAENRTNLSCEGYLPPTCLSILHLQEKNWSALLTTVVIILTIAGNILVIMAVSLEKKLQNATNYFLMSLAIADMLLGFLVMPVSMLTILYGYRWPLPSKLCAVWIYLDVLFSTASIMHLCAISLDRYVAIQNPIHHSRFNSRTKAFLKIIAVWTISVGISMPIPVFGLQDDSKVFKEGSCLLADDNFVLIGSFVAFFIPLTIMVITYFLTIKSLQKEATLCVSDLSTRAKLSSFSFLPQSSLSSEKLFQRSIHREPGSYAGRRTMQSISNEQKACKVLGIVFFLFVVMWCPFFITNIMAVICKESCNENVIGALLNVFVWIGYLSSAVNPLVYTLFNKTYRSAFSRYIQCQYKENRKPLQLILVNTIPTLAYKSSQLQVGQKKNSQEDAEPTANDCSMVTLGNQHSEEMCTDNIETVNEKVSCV
H9c2 protect: cardioprotection against H2O2-induced cell death, primary screen, uHTS, H9c2 cells, ATPLite luminescence | AID 588492, 2011 | H9c2 cardiomyocytes, H2O2 injury protection, 2 h | 360,000 tested, 0.63% active | protection from H2O2 cell death, % at 20 µM;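 active = compounds giving at least 50% protection of heart cells from peroxide-induced death in the single-dose screen, raw or plate-pattern-corrected value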;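 also: 0% = DMSO wells with peroxide and 100% = DMSO wells without peroxide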
Exocytosis inh: LAMP-1 surface exposure blockers, TALL-104 cells – cell-based, flow cytometry, MLPCN library, primary screen | TALL-104 LAMP-1 surface exposure; cells stimulated with thapsigargin and PMA | inhibition, % at 10 µM | 360,000 tested, 0.66% active | AID 651702, 2012;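 active = inhibition above about 55%, limit read from the data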
* marks the source's active call; other numbers are inactive results.

cpd	SMILES	MC4R ag barr	ABCB6 inh MLPCN	aDG glyco act	MC4R antagonist	ABHD5 PLIN5 PPI
1	COc1ccc(C(=O)NCCN2CCN(C(=O)c3ccc(OC)cc3)CC2)cc1	-3.6	94	-0.1	1	-2
2	CCCCOCC1CC(CC#CCN2CCCCC2)C(=O)O1 (stereo not drawn)	-3.5	103	-0.1	-2	-6
3	CNC(=O)Cc1csc2ccc(Cl)cc12	-1.9	97	-0.1	0	-13
4	Cc1ccc(S(=O)(=O)CCc2nnc(NC(=O)c3cccs3)s2)cc1	4.7	107	-0.4	9	-3
5	CCOc1ccccc1CN1CCCC(CNC(=O)Cc2ccc(OC)cc2)C1 (stereo not drawn)	0.0	98	0.3	-2	2
6	CCC(C)NC(=O)c1ccc2c(SCC(=O)O)c3c(nc2c1)CCCC3 (stereo not drawn)	-2.3	107	0.0	8	-1
7	CCN(CC)CC(=O)NCC1(c2ccccc2)CCCC1	-1.0	95	-0.2	-2	2
8	Oc1ccc(-c2cn3c(n2)SCC3)cc1O	-0.9	95	-0.1	-2	-9

cpd	N-glyco inh	hiPSC survival	m5-HT2A agonist	H9c2 protect	Exocytosis inh
1	-1	0.9	-14	2	-1
2	0	-1.3	0	-5	-4
3	0	8.2	-2	8	0
4	2	4.5	0	6	-4
5	2	-0.6	-5	8	24
6	1	0.3	-1	3	-2
7	1	-0.2	-1	-4	-1
8	0	-1.8	0	14	-1

More records.
cpd	SMILES	MC4R ag barr	ABCB6 inh MLPCN	aDG glyco act	MC4R antagonist	ABHD5 PLIN5 PPI
9	CCOc1ccccc1NC(=O)N1CCCC(c2nc3c(nnn3Cc3ccc(C)cc3)c(=O)[nH]2)C1 (stereo not drawn)	3.0	94	-0.3	20	4
10	Cc1ccc(C(=O)Nc2cnc3ccccc3c2)cc1	0.6	93	-0.2	-3	0
11	Cc1cc(C)nc(NC2=NCC(=O)N2c2cc(Cl)cc(Cl)c2)n1	-1.9	88	0.1	-11	0
12	Cc1c(Cl)cccc1NC(=S)NC(=O)c1ccccc1	3.6	98	0.3	13	-3
13	CN=C1N(C)C[C@@H]2[C@@H]3C(=O)N(C)C(=O)[C@@H]3[C@](C)(C(=O)OC)N12	-0.6	99	0.1	11	2
14	CCc1nnc(NC(=O)CSc2nnc(-c3cc4ccccc4cc3O)n2CCOC)s1	-1.5	96	-0.1	0	3
15	COc1ccc(-c2nnc(SC(C(=O)c3c[nH]c4ccccc34)c3ccccc3)n2N)cc1OC (stereo not drawn)	-3.4	94	-0.5	-3	3
16	O=C(COC(=O)c1cc([N+](=O)[O-])ccc1N1CCOCC1)c1ccc(Br)cc1	-0.2	96	0.1	-2	0

cpd	N-glyco inh	hiPSC survival	m5-HT2A agonist	H9c2 protect	Exocytosis inh
9	4	1.4	-4	4	1
10	-20	-6.6	-7	-22	0
11	-1	0.6	6	-5	0
12	-1	-0.4	-5	-4	-4
13	-1	4.0	1	-16	-1
14	1	-0.9	-6	39	-3
15	0	2.4	-3	10	1
16	4	-0.5	-1	2	4

The list continues:
cpd	SMILES	MC4R ag barr	ABCB6 inh MLPCN	aDG glyco act	MC4R antagonist	ABHD5 PLIN5 PPI
17	Cc1ccc(C)c(S(=O)(=O)N2CCN(C(=O)CNC(=O)c3sc4ccccc4c3Cl)CC2)c1	-0.9	100	-0.3	4	-1
18	CC1(C(=O)NS(=O)(=O)c2ccccc2Cl)CCN1C(=O)C1(c2ccc(Cl)cc2)CCC1 (stereo not drawn)	-0.7	103	-0.1	1	-4
19	Cc1ccccc1CN1C(=O)[C@@H]2Cc3c([nH]c4ccccc34)C(C)(C)N2C1=O	4.2	104	0.0	0	1
20	Cn1c(N)c(N2CCN(c3ccccc3)CC2)c(=O)[nH]c1=O	-0.1	101	-0.3	1	2
21	COc1ccc(S(=O)(=O)N2CCN(C(=O)NCc3ccc(C)cc3)CC2)cc1	-2.4	99	0.0	11	-4
22	CCc1ccc(OCC(=O)NNC(=O)c2cc(S(=O)(=O)N3CCOCC3)ccc2N2CCCC2)cc1	-1.3	88	0.3	5	-4
23	Cc1csc(NC(=O)C(NC(=O)c2ccccc2F)C(C)C)n1 (stereo not drawn)	-0.9	99	1.7	9	-6
24	Cc1ccc2c(c1C)NC(C)CC2C (stereo not drawn)	-2.9	97	0.1	-5	0

cpd	N-glyco inh	hiPSC survival	m5-HT2A agonist	H9c2 protect	Exocytosis inh
17	2	-0.5	0	-6	1
18	1	-2.6	2	0	-3
19	-2	-1.7	-4	-2	8
20	1	0.9	7	9	-1
21	1	0.4	-9	-1	1
22	0	-0.2	-1	2	-6
23	2	-0.7	-2	0	-1
24	1	3.0	0	-9	-1

(listing goes on)
cpd	SMILES	MC4R ag barr	ABCB6 inh MLPCN	aDG glyco act	MC4R antagonist	ABHD5 PLIN5 PPI
25	Cc1ccc(S(=O)(=O)N2CCN(C(=O)COC(=O)CCOc3ccc(C(C)(C)C)cc3)CC2)cc1	-0.6	92	3.3	15	-17
26	Cc1cccc(N=C2NC(=O)/C(=C/C=C/c3ccco3)S2)c1	-1.1	99	0.2	5	25*
27	COC(=O)c1c(C)[nH]c(C(=O)OCC(=O)N2c3ccccc3NC(=O)C2(C)C)c1C	-2.0	95	0.0	6	-4
28	CCCc1ccc(C(=O)Cn2nc(C(=O)O)c3ccccc3c2=O)cc1	10*	92	0.4	6	-2
29	Cc1ccc(CCNC(=O)C2CC(c3ccc(C(F)(F)F)cc3)=NO2)cc1 (stereo not drawn)	4.7	99	-0.3	5	3
30	O=C(CCC(=O)c1cccs1)Nc1nc2ccccc2s1	-0.4	97	-0.1	5	1
31	Cc1ccc(NC(=O)C2CCN(S(C)(=O)=O)CC2)c(C)c1	1.0	99	0.0	9	-3
32	Cc1ccc2c(c1)N1C(=O)c3ccccc3C1C1=C(CC(C)(C)CC1=O)N2 (stereo not drawn)	0.0	95	-0.2	2	0

cpd	N-glyco inh	hiPSC survival	m5-HT2A agonist	H9c2 protect	Exocytosis inh
25	-2	0.3	-6	-15	16
26	9	2.7	-4	-5	-11
27	-6	2.4	-4	22	0
28	2	0.3	-5	-4	11
29	1	2.2	3	-7	-2
30	1	0.0	2	2	-4
31	1	0.2	1	-2	0
32	0	-3.7	-8	-4	6

Sorted by length of the SMILES (descending): some entries from above
cpd	SMILES	MC4R ag barr	ABCB6 inh MLPCN	aDG glyco act	MC4R antagonist	ABHD5 PLIN5 PPI
25	Cc1ccc(S(=O)(=O)N2CCN(C(=O)COC(=O)CCOc3ccc(C(C)(C)C)cc3)CC2)cc1	-0.6	92	3.3	15	-17
27	COC(=O)c1c(C)[nH]c(C(=O)OCC(=O)N2c3ccccc3NC(=O)C2(C)C)c1C	-2.0	95	0.0	6	-4
29	Cc1ccc(CCNC(=O)C2CC(c3ccc(C(F)(F)F)cc3)=NO2)cc1 (stereo not drawn)	4.7	99	-0.3	5	3
26	Cc1cccc(N=C2NC(=O)/C(=C/C=C/c3ccco3)S2)c1	-1.1	99	0.2	5	25*
31	Cc1ccc(NC(=O)C2CCN(S(C)(=O)=O)CC2)c(C)c1	1.0	99	0.0	9	-3

cpd	N-glyco inh	hiPSC survival	m5-HT2A agonist	H9c2 protect	Exocytosis inh
25	-2	0.3	-6	-15	16
27	-6	2.4	-4	22	0
29	1	2.2	3	-7	-2
26	9	2.7	-4	-5	-11
31	1	0.2	1	-2	0

Continuation.
cpd	SMILES	MC4R ag barr	ABCB6 inh MLPCN	aDG glyco act	MC4R antagonist	ABHD5 PLIN5 PPI
33	CNC(=S)Nc1cc(C(F)(F)F)ccc1Cl	-2.5	100	-0.1	7	1
34	CCOC(=O)C1CCN(c2cc3c(cc2NC(=O)c2ccccc2Cl)n(C)c(=O)n3C)CC1	-1.4	92	-0.7	4	-10
35	CCN(Cc1ccncc1)Cc1ccc(OC)c(OC)c1	-0.8	100	0.0	9	9
36	O=C(NCC(=O)N(c1ccc(F)cc1)C(C(=O)NC1CCCCC1)c1ccncc1)c1ccco1 (stereo not drawn)	1.4	91	0.2	4	6
37	CCOc1ccc(/C=N/NC(=O)Cc2cccs2)cc1	-1.3	98	-0.2	-4	5
38	Cc1ccc(C(=O)O)cc1N1C(=O)c2cccc3c([N+](=O)[O-])ccc(c23)C1=O	-2.5	103	-0.2	15	6
39	Cc1ccsc1C(=O)OCc1nc2ccccc2c(=O)[nH]1	3.8	103	-0.2	6	0
40	CC(=O)c1cccc(NCC(=O)Nc2cc(S(=O)(=O)N3CCCCC3)ccc2C)c1	-3.0	96	0.3	0	-8
41	O=[N+]([O-])c1ccc(-c2cnc3ccccc3n2)cc1	0.9	97	-0.1	1	-5
42	O=Cc1cccn1Cc1ccccc1[N+](=O)[O-]	-0.2	104	-0.2	-1	2
43	Cc1nn(C)c(C(=O)NC(=S)Nc2ccccc2O)c1Cl	-3.9	100	-0.1	-6	-8

cpd	N-glyco inh	hiPSC survival	m5-HT2A agonist	H9c2 protect	Exocytosis inh
33	1	0.4	0	0	-3
34	1	-0.5	3	56*	8
35	1	-0.2	8	6	1
36	0	0.6	-2	2	-2
37	-2	-0.2	8	3	-13
38	7	-0.4	12	3	2
39	0	1.1	3	25	-1
40	-2	-0.3	2	-5	-1
41	1	-0.8	1	-2	-6
42	4	1.0	3	-2	1
43	0	0.4	-7	6	0
